AmpC detergent: inhibitors of E. coli AmpC beta-lactamase with detergent | P00811 | AmpC hydrolysis of nitrocefin, absorbance 480 nm, 0.01% Triton | Potency, µM (titrated, usually from 114 µM), for the others: at the highest dose activity change, negative = inhibition, usual class: inhibitors | 0.041% of 370,000 active | AID 485294;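 note: potency is the fitted concentration of half-maximal effect; 0% = no-compound wells and -100% = no-enzyme wells; nearly all actives have a fitted effect of over 25% in size; some results filed as inactive show a strong effect at the top dose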
Target sequence (P00811 whole entry, looked up): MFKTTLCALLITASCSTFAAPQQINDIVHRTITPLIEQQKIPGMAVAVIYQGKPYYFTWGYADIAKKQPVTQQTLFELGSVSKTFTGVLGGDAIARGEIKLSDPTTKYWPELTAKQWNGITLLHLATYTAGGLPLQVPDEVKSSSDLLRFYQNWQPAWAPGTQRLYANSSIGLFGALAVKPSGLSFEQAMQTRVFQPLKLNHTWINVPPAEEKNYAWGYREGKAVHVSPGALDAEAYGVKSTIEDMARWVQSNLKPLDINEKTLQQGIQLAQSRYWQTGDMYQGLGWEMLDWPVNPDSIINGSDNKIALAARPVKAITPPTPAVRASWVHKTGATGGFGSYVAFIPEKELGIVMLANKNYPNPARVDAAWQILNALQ
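20 mM phosphate pH 7.0 + 0.01% (detergent screen) or 0.0001% Triton X-100; 5.3 nM AmpC reagent; cpd preinc 15 min RT; nitrocefin (800 uM stock) to start; A480 q20 s × 4 min; Activity was normalised to no-enzyme and no-compound control wells.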
LmPK inhibitor: inhibitors of Leishmania mexicana pyruvate kinase; Q27686; purified LmPK, Kinase-Glo ATP luminescence, 1 h; Potency, µM (titrated, usually from 57.5 µM), inactives show at the highest dose activity change, negative = inhibition, most hits filed as inhibitors; 0.37% of 290,000 active; note: potency is the fitted concentration of half-maximal effect
Target sequence (Q27686 whole entry, looked up): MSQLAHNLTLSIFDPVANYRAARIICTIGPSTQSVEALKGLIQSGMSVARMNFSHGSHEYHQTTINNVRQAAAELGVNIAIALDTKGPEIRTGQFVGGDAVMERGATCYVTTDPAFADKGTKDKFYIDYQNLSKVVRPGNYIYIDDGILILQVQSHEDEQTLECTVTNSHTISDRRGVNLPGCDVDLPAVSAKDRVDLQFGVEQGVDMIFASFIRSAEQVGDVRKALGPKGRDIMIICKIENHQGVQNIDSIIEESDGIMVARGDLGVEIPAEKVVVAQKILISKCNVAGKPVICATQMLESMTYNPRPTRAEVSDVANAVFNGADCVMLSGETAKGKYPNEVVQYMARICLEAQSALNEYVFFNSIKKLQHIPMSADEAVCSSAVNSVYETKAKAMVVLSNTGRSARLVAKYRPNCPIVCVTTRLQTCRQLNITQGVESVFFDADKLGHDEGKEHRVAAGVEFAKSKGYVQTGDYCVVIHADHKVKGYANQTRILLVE
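Screened at intermediate enzyme activity to detect both inhibitors and activators: LmPK at 0.1 nM, with a 0.5 nM enzyme column as activation reference. PEP 0.5 mM, ADP 0.1 mM; ATP detected by luminescence after 1 h.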
TbPYK inhibitor: T. brucei pyruvate kinase inhibition; Q57TT1; TbPYK enzyme, Kinase-Glo Plus ATP luminescence, 45 min; Potency, µM (series often up to 76.8 µM), inactives show top-dose activity, negative = inhibition, actives largely listed as inhibitors; 0.12% of 410,000 active; AID 624173; note: potency is the fitted concentration of half-maximal effect; nearly all actives have a fitted effect of over 50% in size
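Quantitative HTS: titrated library compounds versus trypanosomal pyruvate kinase in TEA buffer (pH 7.2) containing KCl, MgCl2, BSA and Tween-20. Reactions were initiated with ADP, 130 uM final. Kinase-Glo Plus luminescence was read after 45 min at RT.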
AmpC inh no detg: AmpC beta-lactamase inhibition without detergent; P00811; AmpC nitrocefin hydrolysis, absorbance 480 nm, 0.0001% Triton; Potency, µM (top dose mostly 57.1 µM), without a hit: top-dose activity change, negative = inhibition, actives largely listed as inhibitors; 0.52% of 330,000 active; AID 485341;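 note: potency is the fitted concentration of half-maximal effect; plate controls were no compound for no effect and no enzyme for full effect; nearly all actives have a fitted effect of over 20% in size; some results filed as inactive show a strong effect at the top dose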
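20 mM phosphate pH 7.0 + 0.01% (detergent screen) or 0.0001% Triton X-100; 5.3 nM AmpC reagent; cpd preinc 15 min RT; nitrocefin (800 uM stock) to start; A480 q20 s × 4 min; Activity was normalised to no-enzyme and no-compound control wells.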
HCV inhibitor: HCV inhibition. Huh7.5.1 HCVcc-Cre infection, luciferase reporter, 44 h. 3.4% of 340,000 active. Potency, µM (highest dose often 41.8 µM), inactives show at the top dose activity change, negative = inhibition, most hits filed as inhibitors; note: potency is the fitted concentration of half-maximal effect
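Luciferase read-out (15 sec integration) after a 15 min room-temperature substrate step quantifies HCVcc-Cre infection. Cells, 1,000 per well, had compound added 4 h post-plating, then virus at ~0.5 moi, and were cultured 44 h.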
AMA1-RON2 inh: disrupts binding of P. falciparum AMA1 to RON2; AID 720542; Potency, µM (doses to about 58.2 µM), for inactives: at the highest dose activity change, negative = inhibition, most hits filed as inhibitors; AlphaScreen AMA1-biotinylated RON2 peptide binding; 0.2% of 360,000 active;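 note: potency is the fitted concentration of half-maximal effect; 0% = vehicle wells and -100% = peptide control; nearly all actives have a fitted effect of over 45% in size; some results filed as inactive show a strong effect at the top dose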
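AMA1 (3D7) with his tag at 25 nM final met compounds first, then biotinylated RON2 peptide at 25 nM; detection used donor plus acceptor beads, 10 µg/mL apiece, read by AlphaScreen after 30 min at room temperature.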
HCMV antiviral: inhibitors of human cytomegalovirus; HFF cells, HCMV-luciferase reporter, 72 h; hits give low values; activity change, negative = inhibition, % at 57.5 µM; 4.5% of 410,000 active; AID 1259415; in the data active = activity change below about -60%; inconclusive = no clear call, values can overlap the other calls; inactive = above about -39%
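Two-dose cell screen: HFF monolayers treated with compounds and infected with luciferase-expressing HCMV at 1 PFU/cell, 72 h at 37C, then lysed for luciferase measurement.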
* = called active by the depositor; ? = inconclusive; . = no result given; [ ] = dose if it differs, or a comment. Unless noted, calls come from the whole dose curve; as a rule, active = well fitted curve in the direction sought with a large enough effect; inconclusive = small, poorly fitted or top-dose-only effect, or another doubt; inactive = no such curve, though single readings can be large; an effect the other way counts as inactive or inconclusive. Unless noted, % is set by controls: 0 for no effect and ±100 for the full control effect.

SMILES	AmpC detergent	LmPK inhibitor	TbPYK inhibitor	AmpC inh no detg	HCV inhibitor	AMA1-RON2 inh	HCMV antiviral
CCc1ccc(NC(=O)CSc2nc(-c3ccccc3Cl)nc3c2Cc2c(CO)cnc(C)c2O3)cc1	0%	.	-5%	.	.	.	-15
O=C(Nc1ccc(Cl)cc1F)C1CC(=O)N(Cc2ccco2)C1 (configuration not stated)	0%	.	-8%	-8%	1%	0%	-5
CCOC(=O)C1(Cc2ccccc2Cl)CCN(C(=O)c2cnccn2)CC1	1%	-5%	0%	94%[activator]	2%	-13%	20
C/C(=N/NC(=O)c1ccc(NC(=O)c2ccc(F)cc2)cc1)c1ccccc1	-3%	0%	6%	-43%	-30%	66%[activator]	-13
O=C1NCCN(Cc2cccc(Oc3ccccc3)c2)C1CC(=O)N1CCCO1 (configuration not stated)	?	18%	4%	255%[activator]	-16%	7%	12
Cn1cc(NC(=O)Nc2ccc(C(F)(F)F)cc2)c(C(F)(F)F)n1	-1%	-11%	-1%	-17%	?	-13%	-4
CC1CCN(c2nc(-c3ccncc3)nc3ccccc23)CC1	-5%	6%	0%	35%	7.1µM*	14%	-18
Oc1cccc(C=NNc2ccccn2)c1	.	.	1%	.	0%	1%	65
CCCC1(C(=O)O)NC(c2cccc(OC)c2O)C2C(=O)N(c3ccccc3)C(=O)C21 (configuration not stated)	6%	6%	-3%	-18%	-4%	153%[activator]	38
CC(C)(C)c1cc(-c2ccco2)c(C#N)c(SCC#N)n1	-11%	0%	2%	-19%	?	4%	-17
Cc1ccc(C(c2sc3nc(-c4ccco4)nn3c2O)N2CCCCC2)cc1 (configuration not stated)	-5%	.	-3%	.	.	.	21
O=C(CNCC1CCCO1)Nc1ccccc1-n1cccc1 (configuration not stated)	0%	-12%	10%	-16%	8%	5%	8
COc1ccc(-n2nc(C(=O)NCC(=O)N3CCCCCC3)c3ccccc3c2=O)cc1Cl	-15%	2%	1%	85%[activator]	11µM*	-9%	-37
O=C(N/N=C/c1ccc(O)cc1)c1cc[n+](Cc2ccccc2)cc1	?	6%	5%	-40%	7%	45%[activator]	-25
CC(C)(C)c1ccc(S(=O)(=O)NCc2ccc(C(=O)NCC3CCCO3)cc2)cc1 (configuration not stated)	-1%	-5%	7%	222%	5%	9%	-13
CCOc1ccc(S(=O)(=O)Nc2cccc(-c3ccc(OCC)nn3)c2)cc1	-4%	.	-8%	.	.	.	?
C[n+]1cccc(C(=O)NCC2CCCO2)c1 (configuration not stated)	-3%	1%	-10%	-36%	17%	5%	-22
COc1cccc(C(=O)N2CCN(Cc3ccccc3[N+](=O)[O-])CC2)c1	-15%	3%	-4%	-16%	-1%	8%	13
Cc1cc(=O)c2ccccc2[nH]1	?	0%	3%	-19%	12%	10%	20
C[C@@H](O)C(C(=O)N1CCNCC1)n1cc([C@@H](N)CCCCN)nn1 (some centres not stated)	-3%	.	-4%	-25%	16%	-1%	2
COc1ccc(CN2CCC(n3nccc3NC(=O)c3cccc(F)c3)CC2)cc1O	6%	-10%	-4%	16%	-19%	-8%	-87*
O=C1CN(C(=O)NCC(=O)N2CCCC2)c2ccccc2N1	1%	-8%	0%	0%	6%	0%	-32
CSc1cccc(NC(=O)c2ccccc2N(C)S(C)(=O)=O)c1	-11%	12%	-8%	-14%	17%	-2%	7
CCc1ccc2c(c1)[C@]1(C(=O)N2)[C@@H]2C(=O)N(Cc3ccccc3)C(=O)[C@@H]2[C@@H]2CCCN21	?	6%	1%	28%	6%	-7%	8
CCOC(=O)c1cn(Cc2ccccc2)nn1	4%	1%	-2%	14%	11%	17%	-25

(continued)
SMILES	AmpC detergent	LmPK inhibitor	TbPYK inhibitor	AmpC inh no detg	HCV inhibitor	AMA1-RON2 inh	HCMV antiviral
CC(O)c1nc2ccccc2n1CCOc1ccccc1 (configuration not stated)	15%	-6%	2%	24%	-15%	-7%	56
Cc1nc2nc(SCc3c(F)cccc3Cl)nn2c(C)c1Cc1ccccc1	-2%	.	-8%	.	.	.	31
N#C/C(=C\c1cn[nH]c1-c1ccc(Cl)cc1)C(=O)NCc1ccccc1	?	0%	0%	-23%	?	-3%	-13
COc1cc(C(=O)ON=C2C3CC4CC(C3)CC2C4)cc(OC)c1OC	-5%	7%	-12%	4%	-25%	-6%	38
Cc1ccc(-c2cc3nc(C)cc(NCc4ccco4)n3n2)cc1	?	28µM*	1%	25%	.	9%	118
CCCn1c(SCC(=O)NNC(=O)c2ccc(OC)cc2)nnc1C(C)C	-9%	-4%	3%	-1%	16%	17%	-7
Cc1nn(C)c(C)c1NS(=O)(=O)c1c(C)n[nH]c1C	.	.	4%	2%	3%	1%	-26
CSc1ccccc1OCc1cc(C(=O)N(C)CCc2c(C)n[nH]c2C)no1	-13%	-4%	0%	100%[activator]	-22%	0%	0
O=C(OCCNc1nc(-c2ccccc2)nc2ccccc12)c1ccncc1	-13%	1%	-1%	16%	16µM*	-8%	?
CC1(C(=O)NNC(=O)c2ccc(=O)oc2)CC1Br (configuration not stated)	7%	9%	2%	-35%	14%	21%	-6
Cc1ccc(C(=O)NNC(=O)c2csc(N3CCOCC3)n2)o1	?	.	-9%	-4%	18%	65%[activator]	-26
Cc1ccc(NC(=O)CNCC(c2ccccc2)N(C)C)cc1F (configuration not stated)	-10%	-5%	3%	7%	1%	9%	0
CCCCC1(CCC)C(=O)NC(=S)NC1=O	.	.	1%	.	10%	4%	?
Cc1cc(C)n(-c2ccc(C(=O)Nc3ccccc3N3CCOCC3)cc2)n1	4%	3%	-19%	70%[activator]	?	0%	-5
O=[N+]([O-])c1ccccc1CCc1ccccc1[N+](=O)[O-]	.	.	1%	.	2%	21%	24
Nc1ccn([C@@H]2O[C@H](C(=O)N3CCCN(Cc4cccs4)CC3)[C@@H](O)[C@H]2O)c(=O)n1	.	.	8%	.	.	-2%	3
COc1cc(CN(C(=O)c2ccccc2[N+](=O)[O-])c2ccccn2)cc(OC)c1OC	24%	.	0%	.	.	.	-4
COc1ccccc1C(=O)Nc1ccc2c(c1)n(C)c(=O)n2C	0%	-1%	1%	-8%	-6%	-1%	6
CN1C2CCC1/C(=C\c1ccccc1)C(=O)/C2=C\c1ccccc1	1%	0%	5%	-14%	13µM*	-18%	-66*
CC1CCN(CC(=O)Nc2sc3c(c2C#N)CCC3)CC1	-13%	5%	0%	-5%	-1%	-3%	-11
COc1ccc(-c2nc(C(=O)NCC3CCCO3)cc3c2[nH]c2ccccc23)cc1 (configuration not stated)	-10%	-4%	-1%	?	3.5µM*	8%	?
O=C(N[C@@H]1C/C=C\C[C@@H](CC(=O)N(CCO)Cc2ccccc2)C(=O)N[C@H](Cc2ccccc2)COC1=O)OCC1c2ccccc2-c2ccccc21	.	.	-2%	230%[activator]	?	19%	-7
Cc1ccc(C(=O)CCNc2ccc(Br)cc2)o1	-7%	-3%	1%	.	-21%	-10%	2

Some of these compounds in order of heavy-atom count, largest number first:
SMILES	AmpC detergent	LmPK inhibitor	TbPYK inhibitor	AmpC inh no detg	HCV inhibitor	AMA1-RON2 inh	HCMV antiviral
O=C(N[C@@H]1C/C=C\C[C@@H](CC(=O)N(CCO)Cc2ccccc2)C(=O)N[C@H](Cc2ccccc2)COC1=O)OCC1c2ccccc2-c2ccccc21	.	.	-2%	230%[activator]	?	19%	-7
COc1cc(CN(C(=O)c2ccccc2[N+](=O)[O-])c2ccccn2)cc(OC)c1OC	24%	.	0%	.	.	.	-4
Nc1ccn([C@@H]2O[C@H](C(=O)N3CCCN(Cc4cccs4)CC3)[C@@H](O)[C@H]2O)c(=O)n1	.	.	8%	.	.	-2%	3
Cc1nc2nc(SCc3c(F)cccc3Cl)nn2c(C)c1Cc1ccccc1	-2%	.	-8%	.	.	.	31
CCCn1c(SCC(=O)NNC(=O)c2ccc(OC)cc2)nnc1C(C)C	-9%	-4%	3%	-1%	16%	17%	-7
N#C/C(=C\c1cn[nH]c1-c1ccc(Cl)cc1)C(=O)NCc1ccccc1	?	0%	0%	-23%	?	-3%	-13
CN1C2CCC1/C(=C\c1ccccc1)C(=O)/C2=C\c1ccccc1	1%	0%	5%	-14%	13µM*	-18%	-66*
COc1ccccc1C(=O)Nc1ccc2c(c1)n(C)c(=O)n2C	0%	-1%	1%	-8%	-6%	-1%	6
CC(O)c1nc2ccccc2n1CCOc1ccccc1 (configuration not stated)	15%	-6%	2%	24%	-15%	-7%	56
O=[N+]([O-])c1ccccc1CCc1ccccc1[N+](=O)[O-]	.	.	1%	.	2%	21%	24
Cc1nn(C)c(C)c1NS(=O)(=O)c1c(C)n[nH]c1C	.	.	4%	2%	3%	1%	-26
CC1(C(=O)NNC(=O)c2ccc(=O)oc2)CC1Br (configuration not stated)	7%	9%	2%	-35%	14%	21%	-6
CCCCC1(CCC)C(=O)NC(=S)NC1=O	.	.	1%	.	10%	4%	?

Some of the entries so far, with values under each structure.
Values in the order – AmpC detergent	LmPK inhibitor	TbPYK inhibitor	AmpC inh no detg	HCV inhibitor	AMA1-RON2 inh	HCMV antiviral
- Cc1ccc(NC(=O)CNCC(c2ccccc2)N(C)C)cc1F (configuration not stated)
  -10%	-5%	3%	7%	1%	9%	0
- C[n+]1cccc(C(=O)NCC2CCCO2)c1 (configuration not stated)
  -3%	1%	-10%	-36%	17%	5%	-22

Assay outcomes deposited in PubChem by National Center for Advancing Translational Sciences (NCATS).

Not a hit list; any-hit rate near 7.5%.
